# MC4R antag cAMP – human MC4R antagonism in cAMP assay; P32245; 360,000 tested, 0.48% active; inhibition, % at 6.5 µM; MC4R-expressing cells, MTII-stimulated cAMP, LANCE TR-FRET;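 active means inhibition above its plate's cutoff, the mean of tested wells on that plate plus 3 SD, cut at about 29% in these data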;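 further: 0% = Melanotan II alone and 100% = Melanotan II plus saturating MCL0020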
# Target sequence (P32245 whole entry, looked up): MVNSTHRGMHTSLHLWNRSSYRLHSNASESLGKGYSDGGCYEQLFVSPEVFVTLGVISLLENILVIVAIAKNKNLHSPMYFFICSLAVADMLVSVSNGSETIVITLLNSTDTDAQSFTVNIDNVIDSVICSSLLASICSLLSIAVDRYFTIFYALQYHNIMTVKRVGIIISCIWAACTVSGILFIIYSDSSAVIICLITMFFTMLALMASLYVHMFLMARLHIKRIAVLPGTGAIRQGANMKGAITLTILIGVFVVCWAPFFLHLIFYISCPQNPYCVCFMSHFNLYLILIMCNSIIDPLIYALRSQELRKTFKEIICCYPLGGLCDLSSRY
#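 Test system: U2OS cells stably expressing human melanocortin 4 receptor (MC4R); also added: Melanotan II challenge; compound: 6.5 µM single dose; timing: 30-min compound preincubation, 1-h Melanotan II challenge, 1-h detection, room temperature; signal: Eu-cAMP/anti-cAMP TR-FRET, emission 671 nm; repeats: one well per compound, no replicates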
# ABHD5 PLIN5 PPI – ABHD5-PLIN5 protein interaction inhibition. Split G. princeps luciferase complementation, luminescence, 4 h. AID 602281. 360,000 tested, 0.78% active. Q00G26+Q8WTS1. inhibition, % at 4 µM;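 active means inhibition above the mean inhibition across every tested compound plus 3 SD, cut at about 22% in these data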;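 further: 0% = DMSO only wells and the 100% control is not disclosed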
# NOD2 RIPK2 PPI – blocks binding of human NOD2 to RIPK2; CHO BLA complementation NOD2-RIPK2, CCF4 ratio; inhibition, % at 4.98 µM; 360,000 tested, 0.38% active; AID 624267; in the data active means inhibition above about 21%;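 further: 0% = vehicle only and 100% = reference blocker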
# Target sequence (O43353 whole entry, looked up): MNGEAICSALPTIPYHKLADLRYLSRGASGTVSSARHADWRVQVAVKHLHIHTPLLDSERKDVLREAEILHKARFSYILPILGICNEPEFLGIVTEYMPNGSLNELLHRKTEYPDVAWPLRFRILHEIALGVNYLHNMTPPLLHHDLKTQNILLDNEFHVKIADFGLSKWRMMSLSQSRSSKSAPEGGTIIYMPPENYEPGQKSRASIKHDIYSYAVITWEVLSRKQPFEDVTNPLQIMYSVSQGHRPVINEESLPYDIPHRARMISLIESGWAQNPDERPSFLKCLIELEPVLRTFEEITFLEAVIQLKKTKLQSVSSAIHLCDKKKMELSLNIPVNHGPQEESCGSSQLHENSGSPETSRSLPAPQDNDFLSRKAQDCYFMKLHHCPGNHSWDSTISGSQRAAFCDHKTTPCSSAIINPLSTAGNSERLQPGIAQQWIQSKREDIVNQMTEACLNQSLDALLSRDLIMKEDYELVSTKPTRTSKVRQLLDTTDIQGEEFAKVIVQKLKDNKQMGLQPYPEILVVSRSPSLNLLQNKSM
# Granule exo inh – lytic granule exocytosis inhibition. TALL-104 LAMP-1 surface exposure, flow cytometry; cells stimulated with thapsigargin and PMA. inhibition, % at 10 µM. 360,000 tested, 0.66% active. AID 651702;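 active means inhibition above about 55%, limit read from the data; inconclusive means no clear call, values can overlap the other calls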
# Glyco luc inh – blocks N-linked glycosylation in D54 reporter cells; reporter increase, % at 12.5 µM; AID 588692; D54 ERlucT glycosylation luciferase reporter, 24 h; percent of 100 nM tunicamycin response; 360,000 tested, 0.23% active;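 active means mean luciferase reporter signal, scaled so untreated is 0 and the glycosylation-blocking control 100, at or above a set limit in every replicate; inconclusive means mean reaches the limit but not every replicate does; inactive means mean below the limit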;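 further: luciferase carries N-glycosylation sites so blocking glycosylation raises the light; 0% = median of neutral control wells and 100% = median of 100 nM tunicamycin wells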
# aDG glyco act – alpha-DG glycosylation activation; Pro5-aDG cells, alpha-DG glycosylation AlphaScreen (IIH6); 0% Pro5, 100% B10-LARGE cell signal; activation, % at 10 µM; 360,000 tested, 0.22% active;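 active means activation of at least 8% versus controls, or a plate z-score of at least 8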;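 further: Pro5 are CHO cells carrying HIG-tagged alpha-DG that lacks glycosylation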
# TLR9-MyD88 inh – inhibitors of human TLR9-MyD88 binding; CHO BLA complementation TLR9-MyD88, CCF4 FRET ratio; inhibition, % at 4.98 µM; 340,000 tested, 0.21% active; AID 504734;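 active means inhibition above the mean over all tested compounds plus 3 SD, cut at about 21% in these data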;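 further: 0% = DMSO only wells and 100% = clavulanate BLA inhibitor control wells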
# Vif inh – HIV Vif inhibition | 340,000 tested, 0.35% active | inhibition, % at 7.49 µM | HEK293T cells, Vif self-association by quenched fluorescence, imaging, 24 h | AID 602346; in the data active means inhibition above about 50%, passing the limit was not always enough; inconclusive means no clear call, values can overlap the other calls; inactive means below about 31%; further: some results filed as inactive read as strong as hits
# MC4R ag barr – agonists of human melanocortin 4 receptor (MC4R) beta-arrestin. P32245. U2OS MC4R beta-arrestin complementation, luminescence; percent of melanotan II response, DMSO zero. activation, % at 8.9 µM. 360,000 tested, 0.98% active. AID 540308;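 active means activation above a per-plate cutoff, the mean activation of sample wells on that plate plus 3 SD, cut at about 8% in these data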
# ABCB6 inh 2 – inhibitors of human ABC transporter ABCB6 | AID 602162 | K562-ABCB6 porphyrin accumulation, flow cytometry, 1 h; active compounds read low | fluorescence ratio to DMSO, % at 10 µM | Q9NP58 | 360,000 tested, 0.19% active;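 active means fluorescence ratio to DMSO below 75%, the collection mean minus 3 SD; inconclusive means too few cells collected in the well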;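 further: signal is porphyrin accumulated inside mitochondria; 100% equals median channel fluorescence of DMSO control wells; lower ratio means ABCB6 inhibition with less porphyrin fluorescence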
# The depositor's hits bear a star; ? = inconclusive; . = not tested or not shown.
SMILES,MC4R antag cAMP,ABHD5 PLIN5 PPI,NOD2 RIPK2 PPI,Granule exo inh,Glyco luc inh,aDG glyco act,TLR9-MyD88 inh,Vif inh,MC4R ag barr,ABCB6 inh 2
COc1ccc(S(=O)(=O)N(C)C)cc1NCC(=O)Nc1ccc(F)cc1F,8,1,-8,-6,-2,-0.2,5,.,3.7,95
Cc1cccc(C)c1NC(=S)N/N=C/c1ccc(OCCC(C)C)cc1,14,-10,0,-1,-4,2.4,7,-16,0.8,95
O=C(Cn1ncc2ccccc21)N1CCN(c2cccc(C(F)(F)F)c2)CC1,12,-2,-9,-2,-1,0.3,4,2,2.4,91
COc1ccccc1-c1cc(NC=O)c2ncc(-c3cccc(C(C)=O)c3)n2c1,-43,16,-3,24,?,-0.4,.,.,9.9*,94
O=C(O)c1ccc(CSc2nc3ccccc3[nH]2)cc1,4,-14,-1,-8,1,-0.1,-2,18,2.8,101
CCCCNC(=O)Nc1nnc(SCC(=O)OCC)s1,4,7,-5,0,3,-0.5,8,7,-0.6,94
CCOC(=O)c1cnc2c(C)cccc2c1NCc1ccco1,4,24*,1,-3,3,0.9,-9,.,2.2,101
CC(C)c1nc(SCC(=O)Nc2cccc(C(=O)O)c2)c2c3c(sc2n1)CCCC3,13,5,-10,-8,2,-0.1,-12,-2,-1.7,103
O=C(NCc1ccc(F)cc1)C1(c2cccs2)CCOCC1,2,2,-11,-3,0,-0.2,-3,1,-1.1,93
CCc1cc2c(=O)c(-c3nc4ccccc4n3C)coc2c(CN2CCOCC2)c1O,8,4,-7,-6,-1,0.1,-2,5,-1.8,102
CC(C)COP(=O)(OCC(C)C)C(Nc1ccccc1)c1ccc2c(c1)OCO2 (stereo unspecified),5,-1,-6,-3,0,0.3,7,3,3.8,92
CCN(CC)CCCNC(=O)c1cc2c(=O)n(CC)c3ccccc3c2s1,6,4,-1,24,21,0.0,-1,-8,-1.4,98
Cc1cc(C)cc(SCc2noc(C(=O)NCCCN3CCOCC3)c2C(=O)NCCCN2CCOCC2)c1,1,1,-5,-2,-1,0.6,1,8,0.4,95
Cc1ccc(/C=C/C(=O)NC(C)c2ccccc2)cc1 (stereo unspecified),-1,4,-1,0,0,0.2,0,-1,-1.7,94
O=S(=O)(NCC1CCCO1)c1ccc2oc3ccc(S(=O)(=O)NCC4CCCO4)cc3c2c1 (stereo unspecified),11,-1,2,31,0,0.3,-1,.,-0.3,99
COc1cccc(/C=C/c2ccc3cccc(O)c3n2)c1OC,-3,3,2,-1,-10,-0.1,16,-2,-7.0,98
Nc1c(C(=O)Nc2ccc3c(c2)OCCO3)nnn1CCc1ccccc1,-13,-1,-12,-2,18,0.1,-9,2,0.3,99
Cc1ccc(Cc2c(-c3ccccc3)nc3ccc(Cl)cn23)cc1,-4,-4,1,-10,-4,0.4,1,6,-0.6,106
CCOC(=O)/C(C#N)=C/c1c(N2CCN(C)CC2)nc2c(C)cccn2c1=O,15,-8,-4,-2,4,-0.2,4,-1,-0.5,99
Cc1cc2c(=O)n(CC(=O)N3CCN(c4ccccc4)CC3)cnc2s1,15,-5,-2,-2,4,0.0,0,-13,-0.6,88
CCC(CC)C(=O)NCCc1cc2c(C)ccc(C)c2[nH]c1=O,3,13,7,1,0,0.0,-8,3,0.2,100
COc1ccc(CCNC(=O)CSc2nc(=O)[nH]c3c2CCC3)cc1OC,2,0,-12,-1,4,0.2,-1,-8,-1.4,99
COc1cccc(-c2nnc(NC(=O)c3ccccc3Br)o2)c1,13,-6,6,4,3,-0.2,9,-3,-0.5,104
CCOC(=O)N1CCC(NC(=O)CS(=O)Cc2nc(-c3ccc(C)cc3)oc2C)CC1 (stereo unspecified),8,-8,0,39,1,0.0,3,-9,-0.4,96
Cc1ccccc1C(=O)NC(C)c1ccc2c(c1)CCCC2 (stereo unspecified),8,4,7,1,-3,-0.1,8,7,-0.3,98
CCN1C(=O)CC(N2CCC(Nc3ccc(OC)cc3)CC2)C1=O (stereo unspecified),1,3,-7,-1,1,-0.2,-9,-11,-0.7,107
CCN1C(=O)C(CC(=O)Nc2ccc(F)cc2)N(Cc2cccs2)C1=S (stereo unspecified),0,2,-6,-1,-1,0.4,-6,16,-0.2,101
N#Cc1ccc(NC(=O)N2CCC(c3nc4c(nnn4Cc4cccc(Cl)c4)c(=O)[nH]3)CC2)cc1,11,6,6,-5,4,1.4,7,-8,0.6,100
CC(C)(C)c1cc(NC(=O)COC(=O)c2nccnc2N)n(-c2ccccc2)n1,1,-1,-1,0,-3,0.1,-8,.,-0.5,100
COc1ccccc1CNC(=O)[C@@H]1CCCN1S(=O)(=O)c1ccccc1F,5,-2,-13,-3,1,0.0,-11,0,1.0,99
CCN1CCc2c(OCC(=O)Nc3ccccc3)cccc2C1=O,7,1,1,-15,0,-0.2,-1,3,-2.0,106
Cc1ccc(-c2csc(N(Cc3ccccc3)C(=O)COc3ccccc3)n2)cc1,12,-1,-5,1,1,0.0,10,0,-0.4,98
C[C@@H]1CN(C(=O)c2nc3ccc(Cl)cn3c2CN(C)CCc2cnn(C)c2)C[C@H](C)O1,2,0,3,-1,0,0.8,-2,2,-1.5,100
CCOC(=O)C1CCCN(c2c(NCCc3cccc(C)c3)c(=O)c2=O)C1 (stereo unspecified),2,3,-8,2,2,-0.1,4,0,-1.4,92
O=C(CN1CCc2ccccc2C1)Nc1cc(S(=O)(=O)N2CCOCC2)ccc1N1CCOCC1,12,4,1,-5,12,-0.2,-10,-2,2.7,97
CC(Oc1ccc(F)cc1)C(O)CCN(C)C (stereo unspecified),8,-2,-5,-2,2,0.0,0,-7,-1.8,101
c1ccc2c(-c3nc4ccccc4[nH]3)cccc2c1,-10,-4,7,-13,28*,0.1,5,0,-2.3,98
CCc1ccc(S(=O)(=O)N2CCN(C(=O)c3cccnc3)CC2)cc1,4,3,0,2,0,0.0,-12,-1,-1.2,98
O=c1[nH]c(=S)[nH]c2sccc12,-4,-3,7,1,3,-0.2,-7,0,0.0,87
CCN1C(=O)[C@H]2[C@@H](c3ccc(-c4ccc(C(C)=O)cc4)cc3)N3CCC[C@@]3(C(=O)OC)[C@H]2C1=O,9,4,-7,7,-1,0.0,10,-4,-1.0,96
COc1ccc(C(=O)NC2CC2)cc1OC1CCN(Cc2cnn(C)c2C)CC1,7,-5,10,0,1,0.7,2,-3,-2.2,99
CCc1nnc(NC(=O)[C@@H](NC(=O)c2cccc(S(=O)(=O)N(CC)CC)c2)C(C)C)s1,8,-3,-4,-1,4,-0.2,5,-4,1.5,101
O=C(COC(=O)CNC(=O)C1CCCCC1)Nc1ccc(Br)cc1Br,13,-4,-3,0,1,-0.2,3,15,0.3,104
Cc1cc(=O)oc(C)c1C(=O)Nc1cnc2ccccc2c1,2,-8,10,16,1,-0.1,12,-17,-0.2,124
CCC(C)(C)n1nnnc1C(c1ccncc1)N1CCC(C)CC1 (stereo unspecified),14,-1,-1,2,1,0.2,-13,11,2.7,104
COC(=O)C[C@@H]1C=C[C@H](NC(=O)c2cnccn2)[C@@H](CO)O1,.,1,-4,-6,.,-0.3,.,.,.,.
O=S(=O)(c1ccccc1)N1CCN=C1SCc1c(F)cccc1Cl,2,-6,-9,1,-1,-0.1,9,10,-1.5,101
CCNC(=S)N1CCN(CC(=O)Nc2ccc(Br)cc2)CC1,18,-4,-5,1,0,-0.3,-4,0,1.1,104
COc1ccc(NS(=O)(=O)c2cccc(C(=O)NCC(c3ccc(F)cc3)N3CCOCC3)c2)cc1 (stereo unspecified),11,-1,-7,-2,-2,0.1,-11,-13,-2.7,99
O=S(=O)(c1ccc(Cl)s1)N1CCC(Cc2ccccc2)CC1,14,-12,3,1,-3,-0.2,11,1,-0.4,97
O=C(O)c1cc(S(=O)(=O)N2CC3CC3C2C(=O)O)c(Cl)cc1Cl (stereo unspecified),-5,1,-1,4,.,0.0,5,.,-1.9,98
CCOC(=O)N1CCN(c2c(NC3CCN(Cc4ccccc4)CC3)c(=O)c2=O)CC1,5,10,-5,-9,2,-0.1,-3,5,-0.1,97
CC(C)(C)Nc1nc(OCC#N)nc(N2CCCCC2)n1,26,4,1,0,-2,-0.3,4,-14,-0.3,87
O=C(CCc1nc(-c2ccccc2F)no1)NCCN1CCOCC1,3,9,0,0,-1,-0.1,2,4,-0.9,102
O=C(NCCCn1ccnc1)C(=O)Nc1ccccc1,-6,-4,0,0,-1,0.0,1,6,-0.5,104
O=C(COC(=O)C1CCN(c2ccc(C(F)(F)F)cn2)CC1)Nc1ccc(Cl)cn1,-3,1,-8,-1,2,0.0,11,8,5.1,104
COC(=O)c1cccc2nc3c(C(C)O)cccc3nc12 (stereo unspecified),-6,1,7,-2,2,-0.1,11,3,-1.0,103
CCC1CC(C(=O)O)CC(=O)N1 (stereo unspecified),.,3,-7,7,1,0.1,.,.,.,98
O=C(Cn1c(=O)oc2cc(S(=O)(=O)N3CCCC3)ccc21)Nc1ccccc1Br,3,-4,3,4,-1,0.0,-1,-10,-2.2,95
Cc1cc(-c2nnco2)c(C)n1-c1ccccc1,-4,4,-1,-3,1,-0.1,-13,5,-0.8,99

# New compounds follow.
SMILES,MC4R antag cAMP,ABHD5 PLIN5 PPI,NOD2 RIPK2 PPI,Granule exo inh,Glyco luc inh,aDG glyco act,TLR9-MyD88 inh,Vif inh,MC4R ag barr,ABCB6 inh 2
COc1ccccc1C(=O)NCc1ccco1,1,1,-1,-2,1,0.0,10,1,-1.1,99
Cc1cc(C(=O)NCc2cc(C)n(C)n2)sc1-c1ccccc1,4,5,-6,1,-2,1.6,1,-4,-1.5,105
O=C(NCC[C@H]1CC[C@H](NS(=O)(=O)c2ccc(F)cc2)[C@@H](CO)O1)c1ccc2c(c1)OCO2,.,6,-6,-1,.,-0.1,.,.,.,.
CN(C)S(=O)(=O)N(CCN1CCOCC1)Cc1ccccc1F,1,1,3,0,-1,0.1,1,2,-1.2,99
CNC(=O)c1nc[nH]c1C(=O)NC,1,-6,3,-2,1,0.0,5,4,-2.2,93
O=C(Nc1c(F)cc(F)cc1Br)c1cccnc1,0,0,-13,-3,0,-0.1,-7,21,-1.1,111
FC(F)(F)c1ccccc1Cc1c(-c2ccccc2)nc2ccc(Br)cn12,.,2,4,-5,-1,-0.2,.,.,.,116
Cn1c(SCC(=O)NC2CCCCC2)nnc1C(F)(F)F,3,0,1,6,0,-0.2,9,1,-1.0,97
Cc1c(O)cc2n(c1=O)-c1ccc(Cl)cc1C2(C)C,5,-5,9,-5,1,0.1,-10,4,-3.4,97

# Screens deposited in PubChem BioAssay by several laboratories.

# Only part of the results is shown; rates above refer to the full screens.
